Source: PubChem (NCI)
Growth percent in the NCI-60 one-dose screen (48 h, 10 µM unless noted): 100 = growth as untreated, 0 = no growth, -100 = all killed.
A498: A498 renal cancer cells; 76,000 tested, 5.4% active
RXF 393: RXF 393 renal cancer cells; 77,000 tested, 6.9% active
CAKI-1: CAKI-1 renal cancer; 75,000 tested, 4.7% active; AID 1794772
TK-10: TK-10 renal cancer cells. 81,000 tested, 3.9% active. AID 1794769
U251: U251 CNS tumor cells; 80,000 tested, 5.4% active
SN12C: SN12C renal cancer cells. 81,000 tested, 3.8% active
ACHN: ACHN renal cancer; 81,000 tested, 4.9% active; AID 1794771
786-0: 786-0 renal cancer cells | 81,000 tested, 5.1% active
UO-31: UO-31 renal cancer. 81,000 tested, 5.2% active
* hit, by the source's call; . = no result given; & = joins results of further samples. Rule for the calls: active = growth percent below 10; inactive = the rest.

nr	canonical_smiles	A498	RXF 393	CAKI-1	TK-10	U251
1	CC1=C(NCCCN2CCCC2)C(=O)c2c(OCc3ccccc3)cccc2C1=O	45.0	83.6	77.0	96.9	80.7
2	O=C(CSc1nccc(=O)[nH]1)Nc1ccc(-c2nc3ccccc3[nH]2)cc1	116.1	127.8	112.5	115.7	106.1
3	O=C1OC(c2ccccc2)=N/C1=C\c1ccccc1Cl	100.2&120.5	108.0&163.8	97.2&86.2	113.1&116.9	99.2&97.7
4	COc1ccc2cc(-c3nc4ccccc4[nH]3)c(Cl)nc2c1OC	84.6	100.6	76.8	121.7	102.5
5	OCC1C(O)CON(c2ccccc2)C1c1ccccc1 (stereo not drawn)	101.1	110.3	94.8	105.5	100.5
6	CCOC(=O)C1C(=O)OC2CCCCC21 (stereo not drawn)	.	119.1	96.1	122.3	100.8
7	COc1ccc2ccccc2c1/C=C(\C#N)C(=O)N1c2ccccc2Sc2ccc(SC)cc21	.	109.4	93.1	106.4	99.3
8	CCC(c1ccccc1)c1nn2c(-c3cccs3)nnc2s1 (stereo not drawn)	79.9	108.5	109.9	141.2	93.5
9	CSc1nc(Cl)cc(Cl)n1	.	128.4	99.2	104.9	96.4
10	CC(=O)c1ccc(OCC(=O)Nc2nc(-c3ccc(Cl)cc3)cs2)cc1	107.2	144.6	99.9	104.0	95.7
11	O=C(Cn1cc(CO)nn1)Nc1nc(-c2ccc(Cl)cc2)cs1	87.2	107.8	94.4	93.0	102.3
12	COc1ccc(-c2nnc(SC/C(=N\O)c3ccccc3)o2)cc1	80.8	119.8	95.1	107.2	102.9
13	CCN(CC)Cc1cc(Nc2ccnc3cc(Cl)ccc23)ccc1OC	.	64.2	102.2	94.9	82.0
14	OCCNCCN=C1CCC(=NCCNCCO)CC1	106.8	103.9	15.7	55.9	81.9
15	CN1CCN(CCNc2nccc(-c3c(-c4ccc(F)c(O)c4)nc4sccn34)n2)S1(=O)=O	48.4	.	42.8	93.7	72.9

nr	SN12C	ACHN	786-0	UO-31
1	94.1	106.3	86.0	69.6
2	103.5	100.5	101.3	108.0
3	112.3&101.8	102.4&100.5	106.8&111.7	76.7&87.4
4	99.1	77.8	116.0	58.4
5	95.4	102.3	96.9	94.6
6	102.2	101.8	100.4	79.6
7	94.2	99.6	96.3	91.0
8	95.2	93.5	106.4	85.5
9	103.6	100.8	103.0	97.7
10	101.9	106.4	107.3	85.3
11	95.7	102.3	78.4	93.2
12	.	101.2	97.2	97.1
13	91.2	97.0	97.4	55.9
14	84.1	93.1	103.5	86.3
15	59.1	55.0	72.1	29.4

(cont.)
nr	canonical_smiles	A498	RXF 393	CAKI-1	TK-10	U251
16	C[C@H](c1nc2ccc(F)cc2[nH]1)[C@H]1CC[C@H]2[C@@H]3CCC4=CC(=O)CC[C@]4(C)[C@H]3CC[C@]12C	69.2	86.8	84.1	111.6	80.8
17	CC(=O)O[C@H]1CC[C@@]2(C)[C@@H](CC[C@@H]3[C@@H]2CC(=O)[C@]2(C)[C@@H]4C(=O)C=C5CCCCC5[C@@H]4C[C@@H]32)C1 (stereo partly drawn)	104.5	90.1	.	106.8	79.6
18	N#CC1=C(N)Oc2c(sc3c(Br)cccc23)C1c1ccc(Br)cc1 (stereo not drawn)	23.9	-2.2*	32.8	54.6	14.0
19	COc1cc2c(cc1OCCCOc1ccc(-c3ccc4c(c3)c3cc(-c5ccc(OCCCOc6cc7c(cc6OC)C(=O)N6CCC[C@H]6C=N7)cc5)ccc3n4S(=O)(=O)c3ccc(F)cc3)cc1)N=C[C@@H]1CCCN1C2=O	101.9	.	104.2	126.0	94.0
20	Nc1nc(CC(=O)NCCc2ccccc2)nn1C(=O)c1ccc(Cl)cc1	122.2	119.5	111.5	96.8	105.4
21	C=CC(=O)N[C@H](Cc1ccc(-c2cc(Cl)cc(Cl)c2)cc1)[C@H](O)[C@@H](O)C(=O)OCC	65.3	81.3	84.7	70.0	88.8
22	CC(C)=CCC[C@](C)(O)[C@H]1CC[C@]2(C)[C@@H]1CC[C@@H]1[C@@]3(C)Cc4cn(-c5ccccc5)nc4C(C)(C)[C@@H]3CC[C@]12C	100.6	97.8	78.9	99.3	90.5
23	Nc1cc(S(=O)(=O)O)cc2cccc(S(=O)(=O)O)c12	113.6	.	.	88.6	113.4
24	CNc1nc2c(s1)C(c1ccc(OC)cc1)CC(=O)N2 (stereo not drawn)	60.0	91.3	83.6	99.1	88.8
25	C/C(=N\Nc1ccc([N+](=O)[O-])cc1[N+](=O)[O-])c1ccc[nH]1	101.1	106.2	107.5	105.2	104.1
26	CCc1ccc(C2=C/C(=C/c3ccc(Br)cc3)C(=O)N2CCc2ccc(S(N)(=O)=O)cc2)cc1	81.1	98.6	47.0	106.8	93.9
27	COc1ccc(OC)c(-c2cc(-c3ccc(Cl)cc3)c(C#N)c(SCC(=O)c3ccc(Cl)cc3)n2)c1	83.9	90.4	.	.	98.9
28	CCOC(=O)N/N=C/C=C/c1ccc(N(C)C)cc1	89.5	97.3	115.7	112.4	97.5
29	COc1cc2c(=O)n(C3CCCCCC3)c3c4cc[nH]c4ncc3c2cc1OC	24.6	37.7	73.7	96.3	67.0
30	O=C(Nc1ccccc1S)c1ccc(-n2nc(-c3ccccc3)c3ccccc32)cc1	119.5	125.9	97.4	141.6	106.5

nr	SN12C	ACHN	786-0	UO-31
16	85.6	98.0	80.4	63.3
17	90.2	103.2	92.3	85.2
18	25.8	56.0	17.1	36.3
19	97.7	86.4	103.6	81.9
20	101.4	114.1	104.2	84.3
21	94.5	101.5	99.7	76.4
22	82.1	79.8	91.4	67.9
23	100.7	116.3	108.7	82.3
24	98.2	97.1	95.4	78.2
25	116.4	97.4	96.9	96.0
26	95.2	93.8	92.1	68.6
27	95.0	63.4	92.1	78.6
28	102.9	102.5	102.6	88.1
29	55.6	70.5	90.2	81.2
30	97.0	100.8	.	75.3

Next structures
nr	canonical_smiles	A498	RXF 393	CAKI-1	TK-10	U251
31	C=C1CC[C@@H]2[C@](C)(COC(C)=O)[C@H](OC(C)=O)CC[C@@]2(C)[C@@H]1CC(Nc1ccc(S(=O)(=O)NC(C)=O)cc1)C1=CCOC1=O (stereo partly drawn)	73.4	-75.8*	30.3	2.8*	-65.5*
32	O=C(Cn1cc(-c2ccccc2)nn1)Nc1nc(-c2ccc(F)cc2)cs1	60.0	104.0	105.3	80.0	99.7
33	CSc1nncc(=O)[nH]1	93.1&86.2	101.9&109.1	88.8&98.1	112.5&107.4	90.0&105.2
34	C=CCOC(=O)COc1ccc(OC)cc1	77.6	108.1	.	97.3	104.9
35	C=CCN1CCN(/C(=N/c2sc(-c3ccccc3)nc2-c2ccccc2)c2ccc(C)cc2)CC1	141.9	96.3	66.5	112.7	83.4
36	CC(=O)c1ccc(NCn2nc(-c3ccc(Cl)cc3)oc2=S)cc1	106.0	116.7	97.0	95.9	96.1
37	O=S(=O)(Nc1ccc(I)cc1F)c1ccc(-c2cnc(C3CC3)o2)cc1	-10.0*	73.0	40.9	88.6	.
38	COc1cc(C)ccc1Oc1nc(Nc2ccc(N3CCOCC3)cc2)ncc1N=Cc1cc(Cl)cc(Cl)c1	53.4	70.0	.	105.0	83.4
39	O=C1NC=C(C(=O)c2cc3ccccc3oc2=O)C(c2ccccc2)N1 (stereo not drawn)	152.4	107.5	76.8	153.2	97.7
40	NS(=O)(=O)c1ccc(C(c2ccccc2)(c2ccccc2)c2ccccc2)cc1	109.5	116.3	92.1	117.5	93.0
41	OCc1cc(CN2CCC(N3CCOCC3)CC2)c(O)c2ncccc12	90.3	78.3	27.1	65.7	50.7
42	O=C(Nc1ccc(C(F)(F)F)cc1)Nc1ncccc1OCc1ccccc1	81.0	103.5	86.6	118.7	85.9
43	C#CCC1(CC#C)C(=O)[C@@H]2C[C@@H](O)[C@@H](O)C[C@]2(C)[C@H]2CC[C@@]3(C)C(=C21)CC[C@@H]3[C@@](C)(O)[C@H](O)CCC(C)(C)O	94.8	109.1	.	96.8	104.5
44	CC(C)CCNC(=O)CCn1ccc2ccc(Br)cc2c1=O	19.5	99.0	96.7	91.7	97.2
45	COc1cc(C=C2C(=O)N(C)C(=O)N(C)C2=O)cc(CN2CCCC2)c1O	101.6	111.6	96.3	100.5	95.1

nr	SN12C	ACHN	786-0	UO-31
31	1.9*	-63.2*	-66.0*	-58.5*
32	95.0	106.2	84.9	88.9
33	96.5&99.2	101.7&105.7	105.5&102.8	93.5&90.2
34	100.6	104.5	106.2	90.3
35	95.9	86.4	79.6	83.1
36	.	96.1	105.1	95.8
37	71.5	77.2	69.1	70.1
38	67.3	59.5	67.1	50.9
39	103.9	101.7	109.2	63.6
40	100.4	104.3	93.0	93.6
41	62.8	50.2	57.1	29.6
42	87.5	72.7	102.6	73.0
43	104.7	114.5	98.0	88.2
44	103.5	98.1	96.2	84.3
45	102.3	101.6	98.5	84.4

Other results:
nr	canonical_smiles	A498	RXF 393	CAKI-1	TK-10	U251
46	CCOC(=O)c1cc2cccc(OC)c2oc1=O	.	122.1	132.1	109.7	105.5
47	Cc1cc(Br)ccc1Br	137.3	120.0	116.9	160.8	110.3
48	COc1ccc2nc(NC(=O)CSc3nnc4n3S(=O)(=O)c3ccccc3N4C)sc2c1	120.7	-29.4*	98.3	139.7	102.3
49	COc1cc(Cl)cc(-c2nn(-c3cccc(NC(=O)c4cc(C(F)(F)F)cc(C(F)(F)F)c4)c3)cc2-c2ccncc2)c1	-1.7*	67.7	68.6	.	60.7
50	CCCCN(CCCC)CC(=O)c1ccc2cc(Br)c3ccccc3c2c1	72.2	.	100.9	109.5	93.9
51	CCC(=O)Nc1nccs1	99.4	116.0	106.4	102.9	102.8
52	O=[N+]([O-])c1ccc(/C=C/c2ccccc2)cc1	101.9	95.9	103.8	72.9	96.1
53	CC(=O)OCC(=O)Nc1ccccc1	130.2	51.2	88.7	112.2	112.7
54	COc1cc(-c2cc(-c3ccc(Nc4ncnc5cc(Cl)ccc45)cc3)nc(N3CCN(C)CC3)n2)cc(OC)c1OC	101.5	-1.6*	91.0	135.7	106.5
55	Oc1c(Cl)cc(Cl)cc1-c1cc(-c2ccccc2Cl)[nH]n1	101.1	104.1	84.0	126.7	93.1
56	C=CCCCCCCCCC(=O)OC(C)C	91.4	93.2	107.2	100.7	96.1
57	COc1ccc2nc(NC(=O)CSc3nc(C)c(C)n3Nc3ccccc3)sc2c1	97.3	109.8	88.8	109.5	93.5
58	CCN(CC)CCn1c(=N)n(CC(O)c2ccc(Cl)c(Cl)c2)c2ccccc21 (stereo not drawn)	52.5	76.3	75.4	87.1	69.7
59	Cc1cc(=O)oc2cc(OCCCOc3ccc(/C=C/C(=O)Nc4ccccc4Cl)cc3)ccc12	120.7	122.7	92.0	123.9	102.4
60	CC(C)(C)CC(C)(C)n1nnnc1C(NC12CC3CC(CC(C3)C1)C2)c1ccc(C(C)(C)C)cc1 (stereo not drawn)	.	98.7	92.1	107.2	93.0

nr	SN12C	ACHN	786-0	UO-31
46	106.8	116.8	95.5	105.0
47	.	108.2	101.4	100.3
48	99.5	100.3	103.1	-72.5*
49	69.8	58.2	80.2	54.3
50	96.8	96.1	93.7	94.3
51	94.9	98.9	100.6	85.1
52	102.7	109.7	91.2	80.5
53	97.4	110.8	105.3	79.5
54	88.6	75.4	45.2	23.4
55	80.0	89.3	107.4	77.1
56	104.8	106.9	104.4	88.9
57	99.3	93.1	106.6	74.1
58	83.3	71.5	79.9	64.3
59	102.5	112.7	103.4	92.2
60	102.7	102.7	94.2	94.5

Fetched by structure from the entries so far:
nr	canonical_smiles	A498	RXF 393	CAKI-1	TK-10	U251
45	COc1cc(C=C2C(=O)N(C)C(=O)N(C)C2=O)cc(CN2CCCC2)c1O	101.6	111.6	96.3	100.5	95.1
19	COc1cc2c(cc1OCCCOc1ccc(-c3ccc4c(c3)c3cc(-c5ccc(OCCCOc6cc7c(cc6OC)C(=O)N6CCC[C@H]6C=N7)cc5)ccc3n4S(=O)(=O)c3ccc(F)cc3)cc1)N=C[C@@H]1CCCN1C2=O	101.9	.	104.2	126.0	94.0
53	CC(=O)OCC(=O)Nc1ccccc1	130.2	51.2	88.7	112.2	112.7
37	O=S(=O)(Nc1ccc(I)cc1F)c1ccc(-c2cnc(C3CC3)o2)cc1	-10.0*	73.0	40.9	88.6	.

nr	SN12C	ACHN	786-0	UO-31
45	102.3	101.6	98.5	84.4
19	97.7	86.4	103.6	81.9
53	97.4	110.8	105.3	79.5
37	71.5	77.2	69.1	70.1

More records
nr	canonical_smiles	A498	RXF 393	CAKI-1	TK-10	U251
61	CC(C)NC(=O)OCc1c(COC(=O)NC(C)C)c(-c2ccc(Cl)c(Cl)c2)n2c1CS(=O)(=O)C2	117.1	91.6	80.0	104.2	100.0
62	CCCCCCCCC(=O)OCCCC(CCC(CCC1CCCO1)OC(=O)CCCCCCCC)OC(=O)CCCCCCCC (stereo not drawn)	110.3	106.8	93.3	87.9	106.3
63	COc1ccc(/C(C)=C(\c2ccc(Cl)cc2)c2ccc(OCCCN(C)C)cc2)cc1F	80.1	.	57.3	78.6	38.5
64	CC(C)OC(=O)CCCCCc1ccccc1	.	121.2	93.3	111.1	102.2
65	CN(C)c1ccc(N=C(C#N)c2cc3ccccc3[nH]2)cc1	76.4	110.5	71.3	.	86.8
66	Cc1ccc(SC2Cc3ccccc3C2)cc1	86.2	122.3	.	126.4	99.3
67	COC(=O)CCCCCCN=Cc1c(O)c(O)c(C(C)C)c2cc(C)c(-c3c(C)cc4c(C(C)C)c(O)c(O)c(C=NCCCCCCC(=O)OC)c4c3O)c(O)c12	46.1	36.2	65.4	12.4	11.5

nr	SN12C	ACHN	786-0	UO-31
61	85.6	81.0	86.9	.
62	92.9	106.8	97.0	.
63	76.0	76.7	62.2	54.2
64	105.7	113.8	104.8	98.0
65	88.6	94.8	102.5	54.6
66	104.7	94.8	104.9	73.7
67	22.8	21.6	29.0	21.8
